PfGluPho inh – PfG6PD enzyme inhibitors, primary screen, biochemical, fluorescence intensity, uHTS | glucose-6-phosphate dehydrogenase-6-phosphogluconolactonase (Plasmodium falciparum 3D7) | PfGluPho enzyme, NADPH resazurin-diaphorase fluorescence | inhibition, % at 20 µM | actives 0.78% (n = 350,000) | AID 504690, 2011;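 active = inhibition reaching at least a set limit at 20 µM in the primary screen, cut at about 59% in these data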;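 also: 0% = DMSO wells with substrate and 100% = DMSO wells lacking glucose-6-phosphate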
SENP8 block-1 – SENP8 protease inhibitors, primary screen, biochemical, luminescence; Sentrin-specific protease 8 (Homo sapiens), Q96LD8; purified SENP8, Z-RLRGG-aminoluciferin cleavage; inhibition, % at 10 µM; actives 1.2% (n = 330,000); AID 2540, 2010; in the data active = inhibition above about 50%
SENP6 block – SENP6 protease inhibitors, primary screen, biochemical, luminescence, uHTS. Sentrin-specific protease 6 (Homo sapiens), Q9GZR1. AID 2599, 2010. actives 1.8% (n = 330,000). Recombinant SENP6 catalytic domain, aminoluciferin luminescence. inhibition, % at 10 µM;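 active = inhibition above about 50% at the single tested dose, limit read from the data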;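 also: plate controls were DMSO wells with enzyme for no effect and DMSO wells lacking enzyme for full effect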
SENP1 FRET inh – human SENP1 catalytic domain inhibitors, primary screen, biochemical, FRET, uHTS | Sentrin-specific protease 1 (Homo sapiens), Q9P0U3 | actives 0.21% (n = 360,000) | recombinant SENP1 catalytic domain, CyPet-SUMO1-YPet FRET cleavage | inhibition, % at 10 µM;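 active = inhibition at least 30% at 10 µM, raw YFP signal under a set limit, fluorescence ratio 0.5 to 1.5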;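 also: 0% = enzyme with DMSO and 100% = no enzyme wells; some results filed as inactive read as strong as hits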
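system = hSENP1 catalytic domain, recombinant | reagent = SFCypet-SUMO1-SFYpet substrate at 25 nM | doses = one dose per compound, 10 µM, 0.5% DMSO | incubation = enzyme reaction for 50 min at room temperature, dark | measured by = FRET, CFP and YFP emission | controls = no-enzyme low, enzyme-DMSO high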
SENP8 block-2 – human SENP8 protease inhibitors, primary screen, biochemical, fluorescence, Nedd8 protein substrate, uHTS | Sentrin-specific protease 8 (Homo sapiens), Q96LD8 | recombinant SENP8 | inhibition, % at 20 µM | actives 0.64% (n = 360,000) | AID 602440, 2012; in the data active = inhibition mostly above about 40%, no sharp cut-off; inactive = mostly below about 27%
SENP7 inh – SENP7 protease inhibitors, primary screen, biochemical, luminescence, uHTS; Sentrin-specific protease 7 (Homo sapiens), Q9BQF6; recombinant SENP7, Z-RLRGG-aminoluciferin luminescence, 40 min; inhibition, % at 5 µM; actives 1.5% (n = 330,000); AID 434973, 2010;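 active = inhibition above about 50% at the single test dose, limit read from the data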;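 also: plate controls were DMSO with enzyme for no effect and no enzyme buffer wells for full effect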
HKDC1 inh – HKDC1 hexokinase inhibitors, primary screen, biochemical, fluorescence, uHTS | Q2TB90 | recombinant HKDC1, G6PDH/diaphorase resazurin coupled fluorescence | inhibition, % at 20 µM | actives 0.16% (n = 340,000) | AID 493160, 2011;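 active = inhibition above about 35% when tested at 20 µM, limit read from the data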;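 also: plate controls were DMSO wells with enzyme for no effect and DMSO wells lacking enzyme for full effect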
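test system = in-house recombinant HK5 (HKDC1) enzyme | amount = HKDC1 at 5 µg/mL | control set = DMSO-enzyme wells negative, buffer-substituted wells positive | compound = one dose of 20 µM, 1% DMSO | schedule = reaction time 90 min, room temperature, protected from light | technique = resorufin fluorescence at 613 nm | reagent = glucose with 1 mM ATP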
Apaf1 inhib – inhibitors of human Apaf-1 apoptosome, primary screen, biochemical, DEVD-Rh110 fluorescence, uHTS; actives 0.71% (n = 330,000); inhibition, % at 20 µM; reconstituted apoptosome caspase-3 activity; AID 489030, 2010; active = inhibition of at least 40% at 20 µM;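 also: plate controls were DMSO wells for no effect and DEVD-CHO caspase inhibitor wells for full effect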
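Medium: Hepes buffer, pH 7.5 / System: biochemical Apaf-1 apoptosome reconstitution / Measured by: Rh110 fluorescence, excitation 480 nm, emission 540 nm / Times: compound with Apaf-1, dATP, procaspase-3 30 min, then 50 min reaction, room temperature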
* hit, by the source's call; · = no result given.

SMILES | PfGluPho inh | SENP8 block-1 | SENP6 block | SENP1 FRET inh | SENP8 block-2 | SENP7 inh | HKDC1 inh | Apaf1 inhib
O=C(Cn1cc([N+](=O)[O-])cn1)NCc1cc2ccccc2[nH]1 | 15 | -3 | -15 | -1 | 0 | 0 | -7 | -4
N#Cc1cc(O)c(-n2nnc3ccccc32)cc1C#N | -11 | -9 | 8 | 0 | -492 | 1 | 2 | -1
COc1ccc(F)cc1C(=O)C1CCCN(C(=O)c2ccccc2N(C)C)C1 (configuration not stated) | -12 | -5 | -1 | -1 | -18 | -1 | 5 | 7
O=C(Cc1ccc(S(=O)(=O)N2CCOCC2)s1)NC1CCCCC1 | 0 | -1 | 5 | -1 | -1 | 0 | 1 | -11
O=C(c1cn(CC2CCCCC2)nn1)N1CCN(c2ccc(F)cc2)CC1 | 5 | 6 | 1 | 0 | 14 | 3 | 0 | 10
CSc1ccc(/C=C/C(=O)NC23CC4CC(CC(C4)C2)C3)cc1 | -7 | -2 | -12 | 1 | -278 | 7 | -8 | -3
Clc1ccc(-c2c[nH]c3ccccc23)nn1 | 24 | -5 | -8 | -3 | -24 | -4 | -4 | 9
O=C(O)CCNC(=O)c1ccc(NC(=O)Cc2ccc(Cl)cc2)cc1 | -15 | -2 | -6 | 3 | 2 | -3 | -10 | 3
CCOC(=O)c1sc(NC(=O)c2ccc(S(=O)(=O)N3CCOCC3)cc2)cc1C | 19 | -2 | 3 | 0 | -44 | -4 | 1 | 9
COC(=O)C1(Cc2ccc(O)c(CC3OC3(C)C)c2)OC(=O)C(O)=C1c1ccc(O)cc1 (configuration not stated) | -9 | 13 | 1 | -2 | -8 | -6 | 2 | 3
S=C(NN=C1C2CC3CC(C2)CC1C3)Nc1ccccc1 | 24 | -8 | -15 | 2 | 19 | -4 | -17 | 8
Cn1nc2c3ccccc3n(Cc3ccccc3)c2nc1=S | -21 | -4 | -16 | 2 | 2 | 3 | -3 | 21
CN(C)CCCNCC(=O)NN(c1ccccc1)c1ccccc1 | -9 | -4 | -3 | · | · | 2 | -4 | -13
CCOc1ccc(S(=O)(=O)N2CCC(C(=O)N3CCN(C)CC3)CC2)cc1Cl | 7 | -1 | 7 | 0 | 6 | 5 | -3 | -6
OCCC1CN(Cc2nc3c(s2)CCCC3)CCN1Cc1ccsc1 (configuration not stated) | -8 | -2 | -5 | -7 | -6 | -9 | -4 | -8

Fetched by structure from the entries so far (two):
SMILES | PfGluPho inh | SENP8 block-1 | SENP6 block | SENP1 FRET inh | SENP8 block-2 | SENP7 inh | HKDC1 inh | Apaf1 inhib
Clc1ccc(-c2c[nH]c3ccccc23)nn1 | 24 | -5 | -8 | -3 | -24 | -4 | -4 | 9
O=C(c1cn(CC2CCCCC2)nn1)N1CCN(c2ccc(F)cc2)CC1 | 5 | 6 | 1 | 0 | 14 | 3 | 0 | 10

(cont.)
SMILES | PfGluPho inh | SENP8 block-1 | SENP6 block | SENP1 FRET inh | SENP8 block-2 | SENP7 inh | HKDC1 inh | Apaf1 inhib
COc1cccc(CNC(=O)c2ccc(Cl)c(NC3=NC4CS(=O)(=O)CC4S3)c2)c1 (configuration not stated) | 4 | -5 | -13 | 1 | 12 | -1 | -6 | -5
FC(F)(F)c1ccccc1NC(=S)Nc1cccc(Cl)c1 | 2 | 2 | 9 | 4 | 7 | 2 | -10 | -2
O=C(Nc1cccc(S(=O)(=O)N2CCOCC2)c1)C1CC(=O)N(c2ccc3c(c2)OCCO3)C1 (configuration not stated) | 7 | -4 | -9 | 0 | 10 | 0 | 2 | -3
CC(C)CC(=O)c1c[nH]c(C(=O)NCc2cccs2)c1 | -3 | 0 | -3 | -2 | 15 | 4 | -3 | -4
Cc1oc(-c2cc(F)ccc2F)nc1CN1CCN(C)C(=O)[C@@H]1C | -21 | -10 | -6 | 4 | 2 | -6 | 3 | -16
O=C(O)c1c2c(nc3ccccc13)/C(=C/c1ccc(O)cc1)CCC2 | -25 | 0 | 9 | 8 | -405 | 3 | 13 | -2
O=C(CNC(=O)c1ccc2c(c1)OCO2)NCCOc1ccc(Cl)cc1 | 0 | -10 | -28 | 0 | 0 | -7 | 1 | 4
C=CCOc1ccccc1CNc1ccc2[nH]c(=O)[nH]c2c1 | 56 | 4 | 7 | -2 | -402 | 9 | -3 | 5
CCOc1cccc(NC(=O)c2ccc(S(=O)(=O)N(C)C)cc2)c1 | 8 | -4 | -5 | 4 | 8 | 3 | 3 | 6
O=C(c1ccccc1F)N(Cc1ccccc1)Cc1ccccc1 | -7 | -4 | 16 | -7 | 8 | -9 | -4 | 4
O=C(c1ccc(C(F)(F)F)cc1)C1CCCN(C(=O)CCc2cnccn2)C1 (configuration not stated) | 3 | -1 | 5 | 1 | 8 | 11 | -4 | -6
CC(=O)Nc1ccc(NC(=O)Cc2ccc(F)cc2)cc1 | · | -3 | -10 | · | · | -9 | · | 1
CCc1ccccc1Cn1c(=O)oc2cccnc21 | -11 | -4 | 0 | 1 | -260 | 6 | -1 | -25
Cc1cc(C)c(C)c(/C=C(/C#N)C(N)=S)c1C | 8 | 6 | 11 | 2 | 17 | 1 | 5 | 25
O=C1c2ccccc2OC2(C=Cc3ccccc3O2)N1Cc1ccccc1 (configuration not stated) | -11 | -6 | -10 | -1 | 17 | -3 | 5 | 15
N#CCc1ccc(NC(=O)CSc2nnc(C3CC3)n2C2CC2)cc1 | 3 | 0 | -5 | 2 | -2 | 0 | -8 | -1
CC(c1ccccc1)N1CC(C(=O)O)CC1=O (configuration not stated) | -7 | 7 | 10 | 1 | 15 | 6 | -6 | 8
O=C1NC(c2cc(Cl)cc([N+](=O)[O-])c2O)Nc2ccccc21 (configuration not stated) | 2 | 69* | 87* | -19 | 18 | 17 | -2 | 0
Cc1nc(N)sc1-c1csc(NCc2ccccc2)n1 | 17 | 1 | -3 | -14 | -22 | 3 | 1 | 8
CCN1CCN(CCCNc2ncnc3nc[nH]c23)CC1 | 1 | 9 | 2 | 0 | -3 | 0 | -2 | 39
CCCS(=O)(=O)N1CCC(C(=O)NCCCN(C)Cc2ccccc2)CC1 | 5 | -3 | -3 | 4 | 32 | -8 | -4 | 8
CCn1c(=O)cc(N2CCOCC2)[nH]c1=O | -4 | · | · | -1 | 10 | · | -9 | ·
CC(NCCCOc1cccc2ccccc12)c1ccccc1 (configuration not stated) | 15 | -6 | 3 | 1 | 11 | -1 | 9 | 24
CC1Cc2ccccc2N1C(=O)CO/N=C/c1ccccc1OC(F)F (configuration not stated) | 5 | -6 | -1 | 0 | 23 | -1 | -2 | 3
Cc1cccc(NC(=O)N[C@@H](C)C(=O)O)c1 | 6 | 6 | 3 | -1 | 25 | 7 | -6 | 0
Cc1ccc2nc(-c3ccccc3)c(CN3CCSCC3)n2c1 | -4 | -1 | -8 | 0 | -108 | 3 | 2 | 1
Cc1cc(C)cc(-c2nnc(SCC(=O)NCC3CCCO3)o2)c1 (configuration not stated) | -1 | · | · | 0 | 0 | · | -1 | ·
CC(=O)c1cnc2nc(C(F)(F)F)nn2c1C | 0 | -10 | -12 | 4 | 32 | -13 | 0 | 8
CC(c1c(O)c2ccccc2[nH]c1=O)C1(C)CCC(O)C(C)(C)O1 (configuration not stated) | -13 | -13 | -16 | 4 | 44* | 1 | 9 | 6
CCC(C)NC(=O)Cn1c(=O)n(-c2ccc(OC)cc2)c(=O)c2ccc(C(=O)NCc3ccc(C)cc3)cc21 (configuration not stated) | -8 | -9 | -12 | 1 | -64 | -6 | -12 | -3
CCN(CC)C(C)C(=O)NCC1(c2ccccc2)CCOCC1 (configuration not stated) | 5 | -2 | 5 | -1 | 14 | -6 | 6 | 3
COC(=O)c1ccccc1OCCCOc1ccc(C)cc1OC | · | -7 | -15 | · | · | -8 | · | 18
COc1ccc(NC(=O)c2c(-c3ccccc3Cl)noc2C)c(OC)c1 | 2 | 8 | -10 | 1 | 16 | 5 | 2 | -8
Cc1noc(C)c1COC(=O)c1cc(=O)[nH]c2ccccc12 | -24 | 1 | -2 | 1 | -106 | -2 | 6 | -8
CN(CC(=O)NCCc1ccccc1)S(=O)(=O)c1cccc2nsnc12 | 6 | -3 | 2 | -2 | 16 | 5 | -5 | 6
CC(C)(C)OC(=O)NCCCCCNC(=O)c1[nH]cnc1C(=O)N[C@@H](Cc1ccccc1)C(=O)OC(C)(C)C | 23 | -6 | 17 | 3 | 1 | -9 | 4 | 21
COc1ccc(NC(=O)Cn2nnc(C(=O)NCc3ccc4c(c3)OCO4)c2N)cc1 | -12 | -5 | 5 | 1 | 13 | -3 | -9 | -2
COc1ccc(C2C(C(=O)N3CCN(c4ccccn4)CC3)CC(=O)N2c2ccc(OC)cc2)cc1 (configuration not stated) | -10 | -2 | 1 | 2 | 2 | -7 | 1 | 6
O=C1c2ccccc2S(=O)(=O)N1Cc1nc2ccccc2s1 | -23 | 2 | -6 | -2 | -8 | 7 | 2 | 7
Cc1ccc(Oc2c(CO)c(-c3ccccc3)nn2C)cc1 | -8 | -1 | -16 | 2 | 15 | 0 | -1 | 7
COc1ccc(CCN(Cc2cccs2)S(=O)(=O)c2ccc(-n3cnnn3)c(OC)c2)cc1OC | -7 | 3 | -3 | 1 | 4 | 4 | 11 | -2
Cc1ccc(NC(=O)CS(=O)CC(=O)Nc2ccccc2-c2ccc(C)o2)cc1 (configuration not stated) | -122 | -6 | -22 | 6 | -2 | -9 | -2 | 11
CCC(C)c1ccc(O)c(NC(=S)NC(=O)c2cccnc2)c1 (configuration not stated) | -9 | -7 | 8 | 0 | 10 | 10 | -7 | 9
COc1ccc(C(=O)O)cc1NC(=S)NC(=O)CSc1ccc(Cl)cc1 | -47 | 0 | 5 | -1 | -2 | -2 | -4 | -152
CC1CCCN(CC(O)COc2ccc(Cl)cc2)C1 (configuration not stated) | -7 | -1 | 3 | 1 | 9 | -5 | -4 | -5
O=[N+]([O-])c1ccccc1S(=O)(=O)Nc1ccc(S(=O)(=O)N2CCCC2)cc1 | -9 | 3 | 2 | 0 | 2 | -4 | 0 | -7

Just SENP8 block-1, for 2 of the compounds above:
Structure | SENP8 block-1
CCC(C)c1ccc(O)c(NC(=S)NC(=O)c2cccnc2)c1 (configuration not stated) | -7
COc1ccc(CCN(Cc2cccs2)S(=O)(=O)c2ccc(-n3cnnn3)c(OC)c2)cc1OC | 3

5 compounds from above, ordered by the value under SENP7 inh, highest first:
| mol | SENP7 inh |
| --- | --- |
| COc1ccc(NC(=O)c2c(-c3ccccc3Cl)noc2C)c(OC)c1 | 5 |
| COc1ccc(C(=O)O)cc1NC(=S)NC(=O)CSc1ccc(Cl)cc1 | -2 |
| COc1ccc(NC(=O)Cn2nnc(C(=O)NCc3ccc4c(c3)OCO4)c2N)cc1 | -3 |
| CCN(CC)C(C)C(=O)NCC1(c2ccccc2)CCOCC1 (configuration not stated) | -6 |
| COC(=O)c1ccccc1OCCCOc1ccc(C)cc1OC | -8 |
